dFosB activator = activators of delta FosB homodimer, primary screen, biochemical, fluorescence polarization, TAMRA-CDK5 oligo, single point | Protein FosB (Mus musculus), P13346 | 340,000 compounds, 0.99% hits | activation, % at 25 µM | purified delta FosB; percent of positive-control signal above neutral wells;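 active = mean activation above about 17%, with every replicate also reaching it, limit read from the data, passing the limit was not always enough; inconclusive = only one of the two conditions met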;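 note: fluorescence polarization rise as delta FosB binds a TAMRA Cdk5 AP-1 oligo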
SR-BI HDL uptake = inhibitors of SR-BI mediated HDL lipid uptake, primary screen, ldlA[mSR-BI] cells, fluorescence, single point | Scavenger receptor class B member 1 (Mus musculus), Q61009 | ldlA[mSR-BI] CHO cells, DiI-HDL uptake fluorescence, 3 h | inhibition, % at 12.5 µM | 320,000 compounds, 0.96% hits | AID 488896, 2010;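 active = mean replicate inhibition of at least 70% and a set share of replicates each scoring 70 or more; inconclusive = meets just one of the two criteria; inactive = fails both criteria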;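 note: 0% = median of neutral control wells and 100% = median of positive control wells; values of inactives mirror those of a sister screen read the other way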
Target sequence (Q61009 whole entry, looked up): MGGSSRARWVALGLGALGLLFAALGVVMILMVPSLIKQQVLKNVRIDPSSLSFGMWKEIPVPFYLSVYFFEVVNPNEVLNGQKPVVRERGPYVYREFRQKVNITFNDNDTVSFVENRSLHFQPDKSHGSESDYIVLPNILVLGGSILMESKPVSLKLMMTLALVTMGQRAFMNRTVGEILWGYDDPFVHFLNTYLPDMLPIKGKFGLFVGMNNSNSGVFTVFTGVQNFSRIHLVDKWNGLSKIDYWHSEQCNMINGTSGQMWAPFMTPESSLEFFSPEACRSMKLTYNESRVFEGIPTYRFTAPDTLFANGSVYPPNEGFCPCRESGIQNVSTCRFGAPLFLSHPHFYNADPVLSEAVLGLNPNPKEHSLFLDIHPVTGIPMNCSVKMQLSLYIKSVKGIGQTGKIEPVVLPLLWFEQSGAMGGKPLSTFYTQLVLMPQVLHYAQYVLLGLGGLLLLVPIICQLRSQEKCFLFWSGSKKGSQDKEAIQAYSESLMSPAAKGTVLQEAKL
CAL PDZ FP-1 = untagged CAL PDZ binding inhibitors, primary screen, biochemical, fluorescence polarization, HTS | Golgi-associated PDZ and coiled-coil motif-containing protein (Homo sapiens), Q9HD26 | purified CAL PDZ, TMR-peptide fluorescence polarization, 1 h | inhibition, % at 24.9 µM | 300,000 compounds, 0.92% hits | AID 602252, 2012;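 active = mean inhibition of at least 30% with at least half of replicates also reaching 30%; inconclusive = no clear call, values can overlap the other calls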;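 note: 0% = DMSO neutral control and 100% = excess unlabeled competitor peptide PRC23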
PvdQ inh = P. aeruginosa PvdQ acylase inhibitors, primary screen, biochemical, fluorescence, plate reader and imaging, single point | inhibition, % at 10 µM | 340,000 compounds, 0.063% hits | purified PvdQ acylase | PvdQ acylase [Pseudomonas aeruginosa LESB58]; in the data active = inhibition above about 30%, passing the limit was not always enough; inconclusive = no clear call, values can overlap the other calls;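 note: 0% = vehicle neutral wells and 100% = reference inhibitor wells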
Rtt109 Vps75 = inhibitors of C. albicans Rtt109/Vps75 HAT, primary screen, biochemical, ThioGlo CoA-SH fluorescence, plate reader. Histone acetyltransferase RTT109 (Candida albicans (strain SC5314 / ATCC MYA-2876)), …. purified Rtt109/Vps75, 4 h. inhibition, % at 34.9 µM. 330,000 compounds, 0.16% hits. AID 540336, 2011;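 active = inhibition of at least 50% in every replicate; inconclusive = best replicate reaches 50% inhibition but some replicates fall short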
Target sequence (Q5AAJ8 whole entry, looked up): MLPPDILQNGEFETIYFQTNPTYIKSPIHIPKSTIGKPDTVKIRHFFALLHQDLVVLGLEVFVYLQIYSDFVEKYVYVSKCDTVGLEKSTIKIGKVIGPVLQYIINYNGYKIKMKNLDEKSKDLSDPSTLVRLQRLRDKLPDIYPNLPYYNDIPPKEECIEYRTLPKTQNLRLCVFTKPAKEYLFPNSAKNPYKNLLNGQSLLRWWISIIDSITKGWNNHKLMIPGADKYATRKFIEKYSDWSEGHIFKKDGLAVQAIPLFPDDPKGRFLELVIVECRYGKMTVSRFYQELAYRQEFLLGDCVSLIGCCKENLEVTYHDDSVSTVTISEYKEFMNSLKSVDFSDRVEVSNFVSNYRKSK
PfHsp90 yeast 2 = growth inhibition of PfHsp90-expressing yeast, primary screen, antimalarial PfHsp90 inhibitor project, S. cerevisiae, BacTiter-Glo luminescence, single point, set 2; BacTiter-Glo ATP, 48 h; yeast lacking PDR1 and PDR3 efflux regulators; 310,000 compounds, 0.32% hits; inhibition, % at 9.4 µM;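 active = every replicate shows inhibition above about 80%, whatever the replicate mean, limit read from the data; inconclusive = mean inhibition reaches the set limit but some replicate falls short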;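 note: 0% = DMSO neutral controls and 100% = 20 µM radicicol positive controls; yeast relying on Plasmodium falciparum Hsp90 in place of its own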
MITF TRPM1 HTS = activators of MITF-driven TRPM1 promoter reporter, primary screen, cell-based, SK-MEL-5, luciferase, single point; SK-MEL-5 TRPM1-promoter luciferase, 24 h; % of positive control, neutral wells = 0; activation, % at 12.5 µM; 300,000 compounds, 0.75% hits;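 active = mean activation of at least 80% with every replicate also reaching 80%; inconclusive = mean reaches 80% but some replicate falls short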;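 note: 0% = neutral control wells and 100% = parthenolide positive control wells; values of inactives mirror those of a sister screen read the other way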
CAL PDZ FP-2 = CAL PDZ peptide-binding inhibitors, primary screen, biochemical, fluorescence polarization, Cer-tagged CAL PDZ, HTS. Golgi-associated PDZ and coiled-coil motif-containing protein (Homo sapiens), Q9HD26. purified CAL PDZ, TMR-peptide fluorescence polarization, 1 h. 330,000 compounds, 0.02% hits. AID 504414, 2011. inhibition, % at 20 µM;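 active = highest replicate inhibition of at least 40%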;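 note: plate controls were DMSO neutral control wells for no effect and unlabeled competitor peptide control wells for full effect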
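System: tagged CAL PDZ domain. Schedule: 1 h room-temperature incubation prior to read. Signal: fluorescence polarization (mP). Measure: percent inhibition from loss of millipolarization.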
SR-BI DiI-HDL act = activators of SR-BI mediated DiI-HDL uptake, primary screen, ldlA[mSR-BI] CHO cells, DiI fluorescence. 3 h; 100 = double the neutral-control signal. activation, % at 12.5 µM. 320,000 compounds, 0.096% hits. AID 504775, 2011;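 active = mean replicate activation of at least 60% and every replicate at or above 60%; inconclusive = mean or all-replicate condition met, but not both; inactive = mean below 60% and not all replicates reaching 60%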;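 note: 0% = median plate neutral-control signal and 100% = twice that signal; values of inactives mirror those of a sister screen read the other way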
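material = CHO ldlA[mSR-BI] cells | medium = Ham's F12 with 0.5% BSA, HEPES 25 mM, pH 7.4 | reagent = fluorescent DiI-HDL, 10 µg/mL final | compound dosing = single-point compound dose | incubation = 3 h, 37 °C | measured by = bottom-read fluorescence, 550/595 nm | measure = HDL uptake via cellular fluorescence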
NSD2 inh = NSD2 histone methyltransferase inhibitors, primary screen, biochemical, AlphaScreen, single concentration, set 2. inhibition, % at 12.5 µM. NSD2 peptide methylation, 120 min. Histone-lysine N-methyltransferase NSD2 (Homo sapiens), O96028. AID 743445, 2014. 310,000 compounds, 0.54% hits; in the data active = inhibition above about 50%
An asterisk follows results filed as active; u = inconclusive; x = not tested or not shown.

SMILES	dFosB activator	SR-BI HDL uptake	CAL PDZ FP-1	PvdQ inh	Rtt109 Vps75	PfHsp90 yeast 2	MITF TRPM1 HTS	CAL PDZ FP-2	SR-BI DiI-HDL act	NSD2 inh
Cc1cc(C)nc(SCC(=O)OCC(=O)N(C)c2c(N)n(Cc3ccccc3)c(=O)[nH]c2=O)n1	-3	12	1	-3	-8	-101	-1	-1.7	-12	-1
CCc1noc(C)c1C(=O)N1CCCSC1=Nc1ccccc1C(C)C	-10	-13	-7	8	13	x	-5	-2.4	13	-2
O=C(Cc1cccc2ccccc12)NCC(=O)Nc1ccccc1F	-5	-4	0	-6	2	-9	-2	-0.8	4	6
CC(C)NC(=O)N(C)C[C@H]1Oc2c(NC(=O)C3CCCCC3)cccc2C(=O)N([C@H](C)CO)C[C@@H]1C	0	-21	-3	-7	0	x	3	0.8	21	x
CC(C)(C)c1ccc(OCCC(=O)OCC(=O)Nc2cccnc2Cl)cc1	-17	-31	-2	-11	-9	x	-8	-2.4	31	19
C=CCOC(=O)/C(=C/c1cccc2ccccc12)NC(=O)c1ccccc1	1	-16	-2	0	1	6	16	-1.7	16	0
N#Cc1c(NC(=O)CSc2nnc(-c3ccccc3O)n2-c2ccccc2)sc2c1CCCC2	-11	9	-5	-6	-4	-18	1	-0.8	-9	x
Cc1cccc(NC(=S)Nc2c(C)n(C)n(-c3ccccc3)c2=O)c1C	-4	-5	-3	0	-3	-14	-14	-0.2	5	0
COc1ccc(NC(=O)COc2ccc(C(=O)c3ccc(F)cc3)cc2)cc1S(N)(=O)=O	-2	32	-2	-11	4	15	-7	-3.1	-32	5
C[C@H](NC(=O)CCC1CCC(=O)N1)c1ccccc1 (some centres not stated)	7	-5	-3	0	-3	3	10	0.4	5	x
CCc1ccc(NC(=S)/N=C(\N)Nc2nc(C)c3cc(CC)ccc3n2)cc1	-7	19	-3	15	-4	2	-13	-0.1	-19	1
O=C(CCS(=O)(=O)c1cccs1)Nc1ccc(C(=O)NCc2cccs2)cc1	-9	14	0	-22	10	37	-12	-1.3	-14	0
CN(C(=O)CSc1cccc[n+]1[O-])c1ccccc1	-1	-8	-1	-15	-2	32	x	-0.5	8	-3
Cc1ccn2cc(-c3ccc(NC(=O)c4ccco4)cc3)nc2c1	-1	39	-12	-6	u	16	67	-4.3	-39	-1
CC(C)N1CCN(Cc2ccc(OC3CCCC3)cc2)CC1CCO (configuration not stated)	-5	-18	11	-11	-2	-6	-10	x	18	5
CCCC(=O)Nc1cccc(NC(=O)c2ccc(C)c([N+](=O)[O-])c2)c1	-14	52	x	10	1	x	4	-2.2	-52	-2
CC(=O)Nc1ccc(C(=O)Nc2cc(C)on2)cc1	2	5	0	-16	-3	-6	23	-1.4	-5	-13
CC(=O)N/C(=N/c1nc(C)cc(C)n1)Nc1ccc(C)cc1Cl	-9	5	0	-1	-8	-8	0	0.5	-5	x
CCN1C(=O)c2ccc(C(=O)Nc3c(C)cc(C)cc3C)cc2C1=O	0	20	0	-14	-1	-1	x	-1.0	-20	4
COc1cc(C(CCN2CCCC(C)C2)c2c(OC)cc(OC)c3c2OC(=O)CC3c2ccc(N(C)C)cc2)cc(OC)c1OC (configuration not stated)	5	-37	2	0	22	-21	x	0.0	37	x
COCCN(CCOC)S(=O)(=O)c1ccc(C(=O)Nc2ccc(S(=O)(=O)Nc3nccc(C)n3)cc2)cc1	-2	-17	-3	-15	3	0	-2	-2.0	17	3
CCOC(=O)C1CCN(C(=O)Nc2ccc(C)c(Cl)c2)CC1	-10	16	-3	-5	2	14	6	-0.1	-16	-4
Cc1ccc(N(CC(=O)NC2CCCC2)C(=O)CCC(=O)Nc2nccs2)cc1C	-2	x	-1	-6	2	-29	x	-2.8	x	-3
COc1cc(CCC(=O)Nc2ccc(S(=O)(=O)N3CCOCC3)cc2)cc(OC)c1OC	-7	7	x	-1	9	0	-2	-0.1	-7	28
O=[N+]([O-])c1ccc(N/N=C\c2cccn2-c2ccccc2)nc1	-8	37	-1	5	2	-12	16	-0.8	-37	1
O=S(=O)(Nc1n[nH]c(C(F)(F)F)n1)c1ccccc1	4	-23	-5	-12	-11	-4	-2	1.1	23	0
CC(C)C(=O)Nc1ccc(N2CCN(C(=O)c3cccs3)CC2)cc1	-3	-2	-2	-11	-2	x	x	-2.4	2	0
CCCCN(CCCC)CCCNC(=O)CC1Oc2ccc(C)cc2NC1=O (configuration not stated)	-5	-9	2	-13	0	8	6	-0.8	9	45
COc1ccc(C2CC(c3cccs3)=NN2C(=O)COC(=O)C2CCCCC2)cc1OC (configuration not stated)	-24	-16	-5	-16	6	-34	2	-0.4	16	-3
Cc1ccccc1NS(=O)(=O)c1ccc(OCC(=O)N2CCCC2)cc1	-1	8	-2	0	8	7	4	-2.2	-8	-1
CCOc1ccc(/C=N/n2cnnc2)cc1	4	-21	6	21	-1	3	0	0.5	21	3
CS(=O)(=O)Nc1ccc2c3c(cccc13)CC2	-2	6	3	-3	22	10	3	-1.1	-6	1
O=C(NC1CC1)C1CCN(c2ccc(S(=O)(=O)N3CCOCC3)cc2Cl)CC1	1	0	1	-10	1	9	3	-1.4	0	-3
O=[N+]([O-])c1ccc(O)c(/C=N/Nc2ccccc2[N+](=O)[O-])c1	4	0	11	-11	-1	-29	16	-1.5	0	2
CCNC(=S)Nc1cccc(S(=O)(=O)Nc2ccccc2OC)c1	-14	x	x	3	27	-8	7	-1.0	x	2
COc1ccc(CNC(=O)C2CCCN(S(=O)(=O)N3CCC(C)CC3)C2)c(OC)c1 (configuration not stated)	-4	18	0	1	1	-2	6	5.2	-18	-4
CC(=O)c1cccc(NC(=O)N2CCCC2C(=O)NCCC(C)C)c1 (configuration not stated)	-14	-7	3	-3	-4	7	3	-1.8	7	-5
CCOC(=O)c1ccc(N2CN(CC)CNC2=S)cc1	-5	-18	-1	2	-6	6	3	0.6	18	-1
O=[N+]([O-])c1ccc(N2CCOCC2)cn1	3	6	5	-2	12	-22	-8	-0.7	-6	-1
O=C(CCN1C(=O)c2ccccc2S1(=O)=O)Nc1ccccc1	-2	-12	0	3	-7	-2	10	-2.5	12	-2
COCCCNC(=O)c1ccc(CS(=O)(=O)c2ccc(OC)cc2)o1	3	-7	1	-6	-4	-7	6	0.1	7	x
Cc1ccc(NS(=O)(=O)c2c(C)nc3sccn3c2=O)cc1	1	-15	x	4	0	19	-6	-0.1	15	x
COc1ccc(-c2nc(-c3ccc(Br)o3)no2)cc1OC	-14	61	x	-9	12	-10	74	-1.4	-61	x
CCn1cc(CNC(=O)/C=C/c2ccc([N+](=O)[O-])cc2)cn1	3	4	4	-3	-1	-21	0	-0.3	-4	-5
CC1CCc2c(c3ccccc3n2C(=O)CCl)C1 (configuration not stated)	-1	15	1	-9	-4	10	x	-0.2	-15	-1
CCOc1ccc(C(=O)OCC(=O)N2CCCC2)cc1OCC	-5	x	-4	-10	-18	-36	-8	-2.1	x	6
NC(=O)COc1ccc(-n2cnnn2)cc1	-6	-2	-1	-13	-1	x	8	-1.6	2	-3
CC(C)(C)C(=O)N1N=C(c2ccc(NS(C)(=O)=O)cc2)CC1c1cccs1 (configuration not stated)	-11	-7	1	2	x	16	13	-3.8	7	-1
COc1ccc(-n2c(C)cc(C)c(C(C)=O)c2=S)cc1	-4	27	0	-5	-11	27	5	-1.7	-27	-2
OC(COc1ccc(C2C=CCC2)cc1)CN1CCCCC1 (configuration not stated)	10	-33	1	16	0	-8	4	-13	33	9
Cc1ccc(NC(=O)c2ccc(CSc3nnnn3C)cc2)cc1	-3	44	-7	8	6	7	97*	-0.4	-44	-2
CCOc1ccccc1N1CCN(CC(=O)Nc2cc(C)on2)CC1	-4	-7	0	3	-4	-18	-7	-3.1	7	1
O=C(CSc1ncnc2c1nnn2-c1ccc(F)cc1)NCc1ccco1	-2	-7	-3	-13	0	-11	3	0.3	7	x
O=C(CSc1c2c(nc3ccc(Cl)cc13)CCCC2)NCc1ccco1	-17	5	-4	-10	-6	13	x	-3.4	-5	x
COc1cc(C2NC(=O)c3ccccc3O2)ccc1OC(C)C (configuration not stated)	-12	-16	-5	10	x	7	8	-0.1	16	-1
c1cc(CN2CCN(C3CCCCCC3)CC2)ccn1	3	-12	x	-17	-33	18	-12	-3.4	12	3
Cc1ccccc1-n1nnnc1SCC(=O)c1c(N)n(C2CC2)c(=O)[nH]c1=O	3	-13	-7	2	x	-2	-1	-0.8	13	1
COCC1CCN(Cc2c(C(=O)N3CCN(C4CCCCC4)CC3)nc3ccccn23)C1 (configuration not stated)	-2	-17	-4	0	13	-3	4	-0.1	17	-1
O=C1C=C(c2ccc3ncccc3c2)C[C@@H](c2ccc(Cl)cc2)C1	-14	51	-9	-16	-1	-4	9	-2.7	-51	x
CC(=O)c1ccccc1C(=O)N1CCCC(CNC(=O)c2ccccc2Cl)C1 (configuration not stated)	-3	4	-4	-10	2	-5	27	-2.3	-4	-2

Additional results.
SMILES	dFosB activator	SR-BI HDL uptake	CAL PDZ FP-1	PvdQ inh	Rtt109 Vps75	PfHsp90 yeast 2	MITF TRPM1 HTS	CAL PDZ FP-2	SR-BI DiI-HDL act	NSD2 inh
O=C(COn1nnc2ccc(S(=O)(=O)N3CCOCC3)cc21)Nc1c(F)c(F)c(F)c(F)c1F	-7	2	-5	-7	x	14	-5	1.3	-2	-3
COc1ccc(-n2cc(C(=O)c3ccc4ccccc4c3O)cn2)cc1	-6	2	8	2	1	-17	-4	0.2	-2	0
Nc1nc(SCC(=O)NCC2CCCO2)[nH]c(=O)c1NC(=O)c1ccc(F)c(F)c1 (configuration not stated)	0	-2	1	-5	0	-39	-9	-3.3	2	x
Cc1cccc(-c2noc(CNC(=O)c3ccco3)n2)c1	-6	9	-5	-16	-9	11	6	-3.6	-9	-2

High-throughput results (PubChem)
